Tb PGK inh: qHTS Assay to Find Inhibitors of Phosphoglycerate Kinase; Phosphoglycerate kinase, glycosomal (Trypanosoma brucei brucei), P07378; 0.043% of 380,000 active; AID 602233, 2012; Potency, µM (highest dose often 57.5 µM), for the others: at the top dose activity change, negative = inhibition, most hits filed as inhibitors; PGK/GAPDH coupled, Kinase-Glo luminescence, 60 min; further: potency means the concentration at half of the fitted maximal effect; on the % scale 0 is the no-effect control and ±100 the full control effect; nearly all actives have a fitted effect of over 60% in size
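Recombinant glycosomal PGK reaction used 1,3-bisphosphoglycerate generated in-well by GAPDH (100nM final) in 100mM TEA pH 7.6, 5mM MgCl2, 0.01% Tween-20. After 60 minutes at room temperature, ATP was read by Kinase-Glo Plus luminescence end-point.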
RXFP1 antagonist: qHTS Assay for Antagonists of the Relaxin Receptor RXFP1. Relaxin receptor 1 (Homo sapiens), Q9HBX9. HEK293-RXFP1, relaxin-stimulated cAMP HTRF, 30 min; stronger effect = lower value. activity change, negative = inhibition, % at 57.5 µM. 0.59% of 350,000 active;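 active means activity change of -60% or lower, but not beyond a set lower limit; inconclusive means change between -60% and -40%, or beyond the set limit; inactive means change above -40%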; further: on the % scale 0 is the no-effect control and ±100 the full control effect
Pol kappa inh: qHTS for Inhibitors of Polymerase Kappa; DNA polymerase kappa (Homo sapiens), Q9UBT6; purified Pol kappa, fluorescent DNA synthesis assay, 10 min; Potency, µM (titrated, usually from 107 µM), inactives show at the highest dose activity, negative = inhibition, usual class: inhibitors; 0.53% of 400,000 active; further: potency means the concentration at half of the fitted maximal effect; on the % scale 0 is the no-effect control and ±100 the full control effect
Target sequence (Q9UBT6 whole entry, looked up): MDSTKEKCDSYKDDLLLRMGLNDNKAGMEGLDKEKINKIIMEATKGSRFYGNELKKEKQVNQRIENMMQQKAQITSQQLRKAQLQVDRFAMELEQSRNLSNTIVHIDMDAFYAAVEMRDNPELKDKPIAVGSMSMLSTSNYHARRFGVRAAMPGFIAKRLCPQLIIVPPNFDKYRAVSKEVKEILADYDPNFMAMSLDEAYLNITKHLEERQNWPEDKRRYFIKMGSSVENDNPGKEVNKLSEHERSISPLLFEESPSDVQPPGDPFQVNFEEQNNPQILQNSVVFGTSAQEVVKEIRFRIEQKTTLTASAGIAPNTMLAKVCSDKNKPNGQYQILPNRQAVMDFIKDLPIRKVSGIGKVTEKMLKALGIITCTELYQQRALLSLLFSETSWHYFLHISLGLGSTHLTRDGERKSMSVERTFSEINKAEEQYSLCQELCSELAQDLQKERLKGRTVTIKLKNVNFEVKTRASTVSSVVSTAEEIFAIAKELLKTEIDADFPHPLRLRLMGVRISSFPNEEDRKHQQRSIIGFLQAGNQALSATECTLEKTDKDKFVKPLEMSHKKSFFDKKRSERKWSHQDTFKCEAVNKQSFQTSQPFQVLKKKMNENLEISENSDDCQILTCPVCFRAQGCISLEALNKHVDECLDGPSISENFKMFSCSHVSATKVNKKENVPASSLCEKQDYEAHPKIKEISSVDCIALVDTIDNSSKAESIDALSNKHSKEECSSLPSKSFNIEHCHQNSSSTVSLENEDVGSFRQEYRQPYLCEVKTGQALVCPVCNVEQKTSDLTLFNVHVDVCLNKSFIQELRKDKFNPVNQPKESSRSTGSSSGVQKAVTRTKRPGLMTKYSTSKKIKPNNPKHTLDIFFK
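Pol kappa 10 nM + cpd, 15 min RT; start w/ substrate 50 nM final; fluorescence kinetic read, 0 and 10 min. Neg ctrl: buffer, no enzyme.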
BLM helicase inh: qHTS Assay for Inhibitors of Bloom's syndrome helicase (BLM); RecQ-like DNA helicase BLM (Homo sapiens), P54132; recombinant BLM DNA unwinding, fluorescence dequenching; Potency, µM (titrated, usually from 56.1 µM), inactives show top-dose activity change, negative = inhibition, hits mostly inhibitors; 0.2% of 350,000 active; AID 2528, 2010;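 further: potency means the concentration at half of the fitted maximal effect; plate controls were vehicle for no effect and no enzyme for full effect; nearly all actives have a fitted effect of over 35% in size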
Pol eta inh: qHTS for Inhibitors of Polymerase Eta. DNA polymerase eta (Homo sapiens), Q9Y253. 1.2% of 390,000 active. recombinant Pol eta, fluorescent DNA replication assay. Potency, µM (series often up to 114 µM), without a hit: at the top dose activity change, negative = inhibition, usual class: inhibitors; further: potency means the concentration at half of the fitted maximal effect; on the % scale 0 is the no-effect control and ±100 the full control effect
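Pol eta (10 nM) was preincubated with compounds for 15 min at room temperature, after which fluorescent replication substrate (50 nM final) was added to start the reaction. Fluorescence was read kinetically at 0 and 10 min.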
POLI inh: qHTS for Inhibitors of Polymerase Iota | Potency, µM (series often up to 115 µM), for inactives: at the highest dose activity, negative = inhibition, actives largely listed as inhibitors | DNA polymerase iota (Homo sapiens), Q9UNA4 | Pol iota fluorescent replication assay, 10 min | 1% of 390,000 active; further: potency means the concentration at half of the fitted maximal effect
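Pol iota at 10 nM preincubated 15 min with compounds at room temperature; reaction started with fluorescent substrate, 50 nM final. Fluorescence read kinetically at 0 and 10 min; buffer-only wells as negative control.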
Anesthetic bind: qHTS Assay for Identification of Novel General Anesthetics | Ferritin light chain (Equus caballus), P02791 | apoferritin/1-aminoanthracene competitive binding, fluorescence | Potency, µM (doses to about 77.5 µM), without a hit: at the highest dose activity change, negative = displacement, actives largely listed as inhibitors | 0.074% of 350,000 active; further: potency means the concentration at half of the fitted maximal effect; on the % scale 0 is the no-effect control and ±100 the full control effect; nearly all actives have a fitted effect of over 20% in size
Target sequence (P02791 2-175 limits assumed): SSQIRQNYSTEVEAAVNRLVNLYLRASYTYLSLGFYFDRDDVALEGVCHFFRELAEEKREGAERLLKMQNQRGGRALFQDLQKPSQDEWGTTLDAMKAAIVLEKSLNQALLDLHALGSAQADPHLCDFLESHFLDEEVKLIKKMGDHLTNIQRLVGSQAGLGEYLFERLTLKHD
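Probe: 1-aminoanthracene (50% saturated, PBS). Protein: horse-spleen apoferritin, 10 uM. Incubation: 10 min, room temperature. Detection: 380 nm excitation, 535 nm emission. Analysis: normalized response, four-parameter Hill.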
POLB inh: qHTS Assay for Inhibitors of DNA Polymerase Beta; Pol beta primer extension/strand displacement, fluorescence kinetic; Potency, µM (titrated, usually from 114 µM), for inactives: top-dose activity change, negative = inhibition, hits mostly inhibitors; 1.3% of 340,000 active; AID 485314, 2010; further: potency means the concentration at half of the fitted maximal effect; on the % scale 0 is the no-effect control and ±100 the full control effect
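Kinetic readout of DNA synthesis with strand displacement by Pol beta. Compound and 10 nM enzyme sit 15 min at room temperature; 50 nM substrate starts the reaction, read immediately and at 10 min.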
APE1 inh: qHTS Assay for Inhibitors of the Human Apurinic/apyrimidinic Endonuclease 1 (APE1); DNA repair nuclease/redox regulator APEX1 (Homo sapiens), P27695; recombinant APE1, TAMRA/BHQ-2 abasic DNA cleavage fluorescence; Potency, µM (series often up to 65.8 µM), without a hit: top-dose activity change, negative = inhibition, usual class: inhibitors; 0.35% of 350,000 active; AID 2517, 2012;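 further: potency means the concentration at half of the fitted maximal effect; plate controls were vehicle for no effect and reference inhibitor for full effect; nearly all actives have a fitted effect of over 55% in size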
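Incision of a quenched TAMRA/BHQ-2 THF abasic-site duplex (50 nM) by 0.75 nM APE1, after 15 min compound preincubation, measured as fluorescence increase over three 60 s reads. Values normalized to buffer, DMSO and NSC13755 control wells.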
Starred values were filed as active, the others as inactive; i = inactive; ? = inconclusive; · = not tested or not shown; & = joins results of further samples; [ ] = remark or other dose. Unless noted, the call rests on the fitted dose curve; in most records, active means well fitted curve in the direction sought with a large enough effect; inconclusive means small, poorly fitted or top-dose-only effect, or another doubt; inactive means no such curve, though single readings can be large; an effect the other way counts as inactive or inconclusive. This is a subset. The share of hits here may be higher or lower than overall.

Start of the data: the first eight records (preview)
smiles | Tb PGK inh | RXFP1 antagonist | Pol kappa inh | BLM helicase inh | Pol eta inh | POLI inh | Anesthetic bind | POLB inh | APE1 inh
COc1ccc2c(c1O)Cc1ccccc1C2=O | -2% | 7 | -7% | -7% | -16% | 20% | -12% | 17% | -4%
O=S(=O)(c1cccc2ccccc12)N1CCC2CC1c1cc(Cl)ccc12 (stereo not given) | 5% | · | 3% | · | -20% | 38%[activator] | · | · | ·
Cn1c(SC2=CS(=O)(=O)c3ccccc32)nc2ccccc21 | -10% | 4 | -5% | -2% | -9% | 4% | -18% | 13% | -4%
Cc1ccc(N2C(=O)c3ccccc3C(C)(C)C2=O)cc1 | -4% | -4 | 0% | -1% | -17% | 140%[activator] | ? | -5% | 41%
CCOc1ccc(CCNC(=O)C2CCCN(S(=O)(=O)N(C)c3ccc(F)cc3)C2)cc1 (stereo not given) | 6% | -16 | -5% | -3% | -8% | 19% | -10% | 17% | ·
CC(C)(C)N1C(=O)c2ccccc2NC(=O)N1Cc1ccccc1 | 11% | -6 | -13% | -2% | -13% | 17% | ? | ? | 1%
O=C(CCN1CCOCC1)Nc1c(-c2ccccc2)c2cc(Br)ccc2[nH]c1=O | -3% | 7 | -23% | 1% | -9% | 11% | -5% | -26% | 7%
COc1ccccc1-c1cc2nc(C)c(CCC(=O)NCCc3ccc(SC)cc3)c(C)n2n1 | 1% | -4 | -13% | -8% | -23% | 0% | 254%[activator] | -2% | ·

This part in full (from the top)
smiles | Tb PGK inh | RXFP1 antagonist | Pol kappa inh | BLM helicase inh | Pol eta inh | POLI inh | Anesthetic bind | POLB inh | APE1 inh
COc1ccc2c(c1O)Cc1ccccc1C2=O | -2% | 7 | -7% | -7% | -16% | 20% | -12% | 17% | -4%
O=S(=O)(c1cccc2ccccc12)N1CCC2CC1c1cc(Cl)ccc12 (stereo not given) | 5% | · | 3% | · | -20% | 38%[activator] | · | · | ·
Cn1c(SC2=CS(=O)(=O)c3ccccc32)nc2ccccc21 | -10% | 4 | -5% | -2% | -9% | 4% | -18% | 13% | -4%
Cc1ccc(N2C(=O)c3ccccc3C(C)(C)C2=O)cc1 | -4% | -4 | 0% | -1% | -17% | 140%[activator] | ? | -5% | 41%
CCOc1ccc(CCNC(=O)C2CCCN(S(=O)(=O)N(C)c3ccc(F)cc3)C2)cc1 (stereo not given) | 6% | -16 | -5% | -3% | -8% | 19% | -10% | 17% | ·
CC(C)(C)N1C(=O)c2ccccc2NC(=O)N1Cc1ccccc1 | 11% | -6 | -13% | -2% | -13% | 17% | ? | ? | 1%
O=C(CCN1CCOCC1)Nc1c(-c2ccccc2)c2cc(Br)ccc2[nH]c1=O | -3% | 7 | -23% | 1% | -9% | 11% | -5% | -26% | 7%
COc1ccccc1-c1cc2nc(C)c(CCC(=O)NCCc3ccc(SC)cc3)c(C)n2n1 | 1% | -4 | -13% | -8% | -23% | 0% | 254%[activator] | -2% | ·
O=C(CCSc1ccccc1)Nc1nc2c(s1)CCCC2 | 5% | -3 | -15% | -6% | -17% | 6% | -23% | -13% | 1%
O=C(COc1ccc(Cl)cc1)NCCNC(=O)c1ccccn1 | i | -19 | -18% | -2% | -4% | -7% | -3% | -15% | 42%
COc1cccc(C2=NS(=O)(=O)N(C)C(C(=O)Nc3ccccc3SC)=C2)c1 | -3% | -9 | -28% | -6% | -6% | 20% | -4% | 2% | ·
CCc1nnc(NC(=O)CSc2nc(-c3ccc(OC)cc3)ns2)s1 | 0% | 10 | 2% | 2% | -13% | 4% | 3% | -18% | -2%
CS(=O)(=O)n1nc(OC(=O)c2cccc3ccccc23)cc1N | -2% | -1 | -6% | -4% | 18% | ? | ? | 16% | -4%
C/C(=N/NC(=O)c1cc2ccccc2cc1O)C1C(=O)c2ccccc2C1=O | ? | 4 | ? | 28µM* | 14µM* | 32µM* | ? | ? | ?
CC(C)(C)c1ccc(S(=O)(=O)N2CCC(NC(=O)c3ccco3)CC2)cc1 | i | -16 | 7% | -4% | -20% | 112%[activator] | -2% | 11% | 77%[activator]
Cc1oc2c(c1C(=O)NCCCC(=O)O)CCCC2 | -6% | 3 | 0% | -1% | -10% | -10% | 0% | 0% | 4%
Cc1oc(-c2ccccc2F)nc1Cn1c(SCc2cccc(Cl)c2)nc2ccncc21 | -19% | -11 | -19% | -9% | 3% | -21% | 69%[activator] | -5% | ·
Cc1ccc(-n2c(SCC(=O)N3CCC(C)CC3)nc3c([nH]c4ccccc43)c2=O)cc1 | -1% | 12 | -5%[60.1 µM] | -2% | 1% | -4% | -9% | -14% | ·
O=C(Nc1nnc(C2CC2)o1)c1ccc(S(=O)(=O)N2CCc3ccccc3C2)cc1 | 1% | -14 | -4% | -12% | -14% | 26% | -12% | -7% | -11%
ClCc1nc2ccccc2n1Cc1ccccc1 | 6% | 5 | -10% | -7% | 1% | -17% | -8% | 8% | 1%
O=C(CCCC(=O)OCC(=O)c1ccc(F)cc1)Nc1cc(C(F)(F)F)ccc1Cl | -5% | 15 | -15% | -1% | -19% | 8% | ? | 1% | ?
c1ccc2cc3[nH]c(CN4CCCCC4)nc3cc2c1 | -2% | -4 | -2% | 6% | -2% | 8% | -10% | 13% | -1%
COc1ccc(CCNc2oc(-c3ccccc3OC)nc2C#N)cc1 | -8% | -3 | -6% | -8% | -24% | -15% | -18% | -24% | ?
NC(=S)Nc1ncc(CCN2CCOCC2)c(-c2ccc(F)cc2)n1 | -1% | 2 | -16% | -3% | -2% | 70%[activator] | -4% | 45% | 2%
COc1ccc(Cl)cc1NC(=O)c1nc(S(C)(=O)=O)ncc1N(Cc1ccc(C)cc1)Cc1ccco1 | -6% | -1 | 11% | -4% | 0% | 0% | -10% | 0% | ·
COc1ccc(-c2onc(C)c2C)cc1S(=O)(=O)N1CCc2ccccc21 | 2% | -10 | -15% | -10% | -15% | 0% | 126%[activator] | 8% | ·
COc1cccc(CNC(=O)C2CCC(CNS(=O)(=O)c3cccs3)CC2)c1 (stereo not given) | 9% | -5 | -26% | 1% | -24% | -14% | -5% | -4% | ·
Cc1ccc(NC(=O)CN2C(=O)C3C4C=CC(C4)C3C2=O)cc1S(=O)(=O)N(C)C (stereo not given) | i | -5 | 3% | 3% | -19% | 0% | 0% | 21% | 7%
CCN(CC)S(=O)(=O)c1ccc(N2CCN(c3cccc(OC)c3)CC2)c([N+](=O)[O-])c1 | -7% | 9 | -9% | -7% | -7% | 16% | -4% | 7% | -1%
CCCCCCC(=O)N1CCN(c2cc3c(cc2F)c(=O)c(C(=O)O)cn3CC)CC1 | -5% | -10 | 5% | · | 3% | -3% | · | · | ·

Remaining list, next part.
smiles | Tb PGK inh | RXFP1 antagonist | Pol kappa inh | BLM helicase inh | Pol eta inh | POLI inh | Anesthetic bind | POLB inh | APE1 inh
COc1cc(C2Nc3ccccc3C(=O)N2c2ccccc2)c(Br)cc1OCC(=O)O (stereo not given) | -9% | 0 | -1% | 1% | 2% | 26% | 82%[activator] | 1% | 2%
Cc1ccc(-n2c(SCC(=O)Nc3ccc4c5c(cccc35)CC4)nc(O)c(C)c2=O)cc1 | i | -8 | -4% | -3% | -19% | -8% | -7% | 16% | 2%
CN1CCCN(c2ccc([N+](=O)[O-])cc2)CC1 | -10% | -10 | 5% | 1% | 8% | 8% | -16% | -18% | 0%
CC1(OC(=O)CCc2ccccc2)C(=O)C=C2C=C(c3ccsc3)OC=C2C1=O (stereo not given) | · | · | · | -4%&-21% | · | · | -12% | 45µM* | -2%&-10%
Cn1c(=O)c2c(nc(N3CCOCC3)n2Cc2ccc(Br)cc2)n(C)c1=O | 0% | · | -7% | -5% | -15% | -7% | 0% | 41% | ·
O=C(c1ccc(F)cc1F)N1CCN(c2n[nH]c(=O)[nH]c2=O)CC1 | -4% | 19 | 1% | 4% | -11% | 3% | -2% | 3% | 12%
CCOC(=O)N1CCN(c2c(N3CCN(c4cc(C)ccc4C)CC3)c(=O)c2=O)CC1 | 7% | · | -2% | 3% | -7% | -3% | -2% | 6% | 1%
CN(C)C(CNC(=O)c1cccc(S(=O)(=O)Nc2ccc(Br)cc2)c1)c1ccco1 (stereo not given) | -4% | -12 | -14% | · | 3% | ? | · | · | 16%
CC(NC(=O)CCl)c1ccccc1Br (stereo not given) | -4% | 3 | -3% | -1% | 5% | 33%[activator] | -18% | 1% | 1%
O=C(Nc1nccs1)C1CCCN(S(=O)(=O)c2cccc3cccnc23)C1 (stereo not given) | 2% | -32 | 6% | -2% | -10% | 4% | -14% | 11% | 2%
CCOC(=O)[C@H]1[C@H]2COc3ccc(OC)cc3[C@@H]2N2C(=O)c3ccc(Cl)cc3NC(=O)[C@@]12C | -9% | · | 3% | · | -10% | 33%[activator] | · | · | 12%
COCCNC(=O)NC(=O)CN1CCCc2ccccc21 | -6% | 2 | -9% | -4% | -15% | 2% | -7% | 1% | 3%
COc1ccc(-n2nc(C(=O)NCC(=O)NCc3ccc(F)cc3)c3ccccc3c2=O)cc1 | 0% | 7 | -3% | -3% | 7% | 92%[activator] | -4% | 42% | -25%
CCOC(=O)c1cccc(NC(=O)/C=C/c2ccc3c(c2)OCO3)c1 | -3% | -17 | -12% | -13% | -10% | 8% | -15% | ? | 0%
Cc1ccc([N+](=O)[O-])cc1S(=O)(=O)N1CCn2cccc2C1c1ccc(F)c(F)c1 (stereo not given) | -9% | -1 | -1%[60.1 µM] | -6% | -14% | 11% | -17% | 1% | ·

Bioassay records as filed in PubChem.
